Screening results as filed in PubChem.
HEK293 NOD2/NF-kB: NOD2 signaling inhibitors, cell-based, luminescence, uHTS, HEK293 (AID 1566) | inhibition, % at 4 µM, or EC50 in µM where a hit was titrated | HEK293 NOD2/NF-kB luciferase reporter, luminescence; higher % means a stronger effect | 290,000 compounds, 0.63% hits; in the data active = inhibition above about 50%; also: many of its hits are not listed in these tables
Lipid droplet: inhibitors of hepatocyte lipid droplet formation, primary screen, imaging, high-throughput imaging, BODIPY stain | AML12 mouse hepatocytes, oleate lipid droplets | inhibition, % at 6.5 µM | 240,000 compounds, 0.4% hits;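 active = lipid droplet intensity inhibited by at least 50%, with more than 500 cells counted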
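Assay system: AML12 mouse liver cells | Compound: 6.5 µM single-point dosing | Schedule: Overnight exposure | Technique: Fluorescence imaging, 20x objective, two fields per well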
Lipid droplet cells 6.5 µM: recorded beside Lipid droplet, whose call it bears; cell count; measured here: cell count, cytotoxicity flag;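 cells counted across two imaged fields per well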
Starred values were filed as active, the others as inactive. The list is partial. The share of hits here may be higher or lower than overall.

SMILES	HEK293 NOD2/NF-kB	Lipid droplet	Lipid droplet cells 6.5 µM
COc1ccc(-n2nc(C(=O)NCC(=O)NC3CCCCC3)c3ccccc3c2=O)cc1	6%	35	797
CCN(CC(=O)NCc1ccc(F)cc1)C(=O)CN1CCN(c2ccccc2OC)CC1	-2%	-30	704
CN(C)CCN(C(=O)c1ccc2ccccc2c1)c1nc2c(F)cccc2s1	8%	1	791
CCc1ncc(CN2CCCC(C(=O)Nc3cccc(-c4cccc(C)c4)c3)C2)cn1 (configuration not stated)	13%	12	685
CCC(=O)c1ccc(OC(=O)Cc2ccc(OC)cc2)cc1	3%	1	839
CC(Oc1ccccc1)C(=O)Nc1ccc(S(=O)(=O)Nc2nccs2)cc1 (configuration not stated)	12%	-2	820
COC(=O)CNC(=O)CCC(=O)N1CCN(C(c2ccccc2)c2ccccc2)CC1	15%	1	836
CS(=O)(=O)c1ccc(NCCN2CCOCC2)c([N+](=O)[O-])c1	14%	-3	822
CC(C)N1CC(C(=O)Nc2ccc(Cl)c([N+](=O)[O-])c2)CC1=O (configuration not stated)	6%	0	823
CCN(C(=O)c1ccc(NC(=O)c2ccco2)cc1)c1ccccc1	11%	-25	637
CCn1c(C(=O)NC2CCC(C)CC2)cc2sccc21 (configuration not stated)	-15%	-20	773
COc1ccc(N(CC(=O)Nc2ccc(C)cc2)S(=O)(=O)c2c(C)noc2C)cc1	-1%	17	762
O=C(c1c(F)cccc1Cl)N1CCN(S(=O)(=O)c2ccc3c(c2)OCCCO3)CC1	13%	-14	818
CCc1ccc(S(=O)(=O)N/N=C\c2cn(CC(N)=O)c3ccccc23)cc1	5%	-6	816
COc1cc(C(=S)N2CCOCC2)cc(OC)c1OC(=O)c1cccc(C)c1	-1%	-2	818
Cc1cccc(CCNC(=O)C2CCCN(c3cnccn3)C2)c1 (configuration not stated)	2%	12	790
COc1ccccc1N1CCN(S(=O)(=O)c2ccc(NC(C)=O)cc2)CC1	4%	3	727
Cc1ccc(Cl)c2c(N=Nc3ccccc3)c(O)[nH]c12	-81%	5	797
O=C(CC(=O)c1ccccc1)Nc1cc([N+](=O)[O-])ccc1Cl	12%	8	811
O=C(CN(C(=O)CCC(=O)Nc1ccccn1)C1CCCC1)NCc1ccc(F)cc1	-10%	-10	824
Cc1cc(=O)oc2c3c(cc(OCC(=O)NCC4CCC(C(=O)O)CC4)c12)OC(C)(C)CC3 (configuration not stated)	15%	-3	788
CN1CCN(S(=O)(=O)c2cccc(C(=O)Nc3ccccc3N3CCCC3)c2)CC1	15%	-34	694
COc1ccc(-c2cc(C(F)(F)F)c3c(N)c(C(=O)NCCSC)sc3n2)cc1	8%	11	855
O=C(Nc1ccc(Br)cc1)c1cc([N+](=O)[O-])cc([N+](=O)[O-])c1	4%	3	801
CC1C=CCC2C(=O)N(c3cccc(C(=O)Nc4ccc(Br)cc4)c3)C(=O)C12 (configuration not stated)	6%	-5	813
COc1ccc(C(=O)COC(=O)CCN2C(=O)C3C4C=CC(C5CC45)C3C2=O)cc1 (configuration not stated)	1%	-16	659
O=C1OCC(c2ccccc2)=C1c1ccccc1	-3%	1	843
O=C(CCCN1C(=O)/C(=C/c2cccs2)SC1=S)Nc1ccc(O)cc1	0%	-7	845
O=C(COc1ccc(S(=O)(=O)NC2CCCCC2)cc1)NC1CC1	-5%	-15	724
O=C(CCS(=O)(=O)c1ccc(Cl)cc1)N1CCCc2ccccc21	6%	0	698
COc1cc(C(=O)NCCCCCCNC(=O)c2cc(OC)c(OC)c(OC)c2)cc(OC)c1OC	16%	-18	775
O=C(NC1CCCC1)C(c1ccccc1)N(C(=O)c1csnn1)C1CCCC1 (configuration not stated)	-22%	23	827
Cc1cccnc1CCNC(=O)c1ccc(OC2CCN(Cc3ccccn3)CC2)cc1	2%	3	723
CC(=O)c1ccc(N2C(=NC(=O)C3CCCO3)SC3CS(=O)(=O)CC32)cc1 (configuration not stated)	7%	-7	603
CC(C)C(=O)Nc1ccccc1-c1nc2ccccc2[nH]c1=O	3%	2	875
CCOc1ccc2[nH]c(C)c(CN3CCCCCC3)c(=O)c2c1	6%	-1	843
O=C(c1ccc(OC2CCN(Cc3ccccc3C(F)(F)F)CC2)cc1)N1CCCCC1	3%	-19	653
O=C(C1CCN(c2ncnc3c2nc2n3CCCCC2)CC1)N1CCCCC1	13%	22	755
CCC(C)N1CCN(C(=O)C2CCN(S(=O)(=O)c3c(C)noc3/C=C/c3ccco3)CC2)CC1 (configuration not stated)	18%	-23	686
O=C(Nc1ccnn1C1CCN(Cc2ccccn2)CC1)c1cccc(F)c1	9%	10	711
CCOc1ccc(N(C(=O)c2snc(C(N)=O)c2N)C(C(=O)NCC2CCCO2)c2ccco2)cc1 (configuration not stated)	-1%	2	813
CN1CCN(S(=O)(=O)c2ccc3c(c2)oc(=O)n3C)CC1	6%	7	672
CSc1ncc(C(=O)Nc2ccc(C(C)=O)cc2)c(-c2ccccc2)n1	-15%	11	679
O=C(CCSc1ccc(Cl)cc1)c1ccco1	0%	-11	858
COc1ccc(S(=O)(=O)N2CCN(C(=O)NCc3ccc(OC)c(OC)c3)CC2)cc1	2%	-13	793
CC(=O)N1c2ccc(S(=O)(=O)N(C)CC(=O)N3CCCC3)cc2CC1C (configuration not stated)	7%	8	711
O=C(N/N=C/c1ccc(O)c(Br)c1)c1cc2c(ccc3ccccc32)o1	-5%	5	715
COCCSc1nnc(NC(=O)C2CC(=O)N(C3CCCC3)C2)s1 (configuration not stated)	4%	2	615
CN1C2CCC1CC(NC(=O)c1cc(Cl)cc3[nH]cnc13)C2 (configuration not stated)	1%	2	771
Cc1ccc(S(=O)(=O)NC(=O)Nc2ccc(N(C)C)cc2)cc1	3%	0	802
Cc1ccc(C(=O)NC(C(=O)NC2CCCC2)c2ccccc2)cc1 (configuration not stated)	9%	0	839
Cc1ccccc1NC(=O)Cn1c(=O)oc2ccccc21	3%	10	820
CS(=O)(=O)N1CCCC(C(=O)Nc2ccccc2Cl)C1 (configuration not stated)	13%	3	771
COc1ccccc1CC(NC(C)=O)C(=O)NC1CCN(C(=O)Nc2ccc(F)cc2)CC1 (configuration not stated)	7%	0	811
Cc1cccc(N(CC(=O)NC2CCCC2)C(=O)CCC(=O)Nc2ccccn2)c1	0%	12	802
COc1ccccc1N(CC(=O)N1CCC(C(N)=O)CC1)S(=O)(=O)c1ccccc1	2%	-6	729
CC(C)C[C@@H](CC#N)N1CCN(Cc2ccccc2)CCC1=O	20%	-4	773
CCOc1ccc(CNC(=O)CCS(=O)(=O)c2ccc3c(c2)oc(=O)n3C)cc1	10%	-15	630
Cc1ccc(NS(=O)(=O)c2ccc(NC(=O)C3CC3)cc2)c(C)c1	22%	2	869
CCCCC(=O)Nc1nnc(S(=O)(=O)N2CCCc3ccccc32)s1	15%	-6	792

More compounds:
SMILES	HEK293 NOD2/NF-kB	Lipid droplet	Lipid droplet cells 6.5 µM
COc1ccc(CNC(=O)CN2C(=O)NC(C)(c3cccc(Br)c3)C2=O)cc1 (configuration not stated)	-6%	-20	676
O=C(NCc1ccccc1)C(c1cccnc1)N(C(=O)c1ccccn1)c1cccc(F)c1 (configuration not stated)	-12%	2	864
COc1cc(CC(=O)Nc2nc(-c3ccc(F)c(F)c3)cs2)cc(OC)c1OC	59%*	46	730
CC(=O)N1CCN(CC(O)COc2ccc(Br)cc2)CC1 (configuration not stated)	-3%	0	809
COC(=O)c1cccc(NC(=O)CSc2nnc(C3CC3)n2C)c1	6%	5	787
COc1ccc(-c2nnn(Cc3ccccc3)n2)cc1	-21%	-1	787
CC(=O)N1c2ccc(S(=O)(=O)NCCC(=O)NC3CCCCCC3)cc2CC1C (configuration not stated)	6%	-13	732
OCC[C@@H]1C[C@@H](O)[C@H](O)[C@@]2(CCCc3ccccc3O2)O1	10%	20	798
C[C@H](NC(=O)c1cc2c(cn1)[nH]c1ccccc12)C(=O)O	13%	-5	863
O=C(c1ccco1)N1CCCC(c2nc3c(nnn3Cc3c(Cl)cccc3Cl)c(=O)[nH]2)C1 (configuration not stated)	-43%	-11	698
Cc1c(S(=O)(=O)N2CCN(c3ccc(F)cc3)CC2)c(=O)n(C)c(=O)n1C	-1%	4	661
COc1ccccc1NS(=O)(=O)c1ccc(-c2cc(C)no2)s1	-1%	-28	695
Cc1ccc(S(=O)(=O)c2nc(S(C)(=O)=O)sc2N2CCCCCC2)cc1	16%	15	683
c1ccc(C2CCC(N3CCN(c4ccccc4)CC3)CC2)cc1 (configuration not stated)	-51%	1	832
O=c1cc(CN2CCOCC2)c2ccc(O)c(O)c2o1	1%	-3	816
COc1cc(CN2CCC(n3nccc3NC(=O)c3ccc4c(c3)OCO4)CC2)ccc1O	-4%	-39	864
CC(C)CCNc1ncnc2c1cnn2Cc1ccccc1Cl	9%	4	837
CCOc1cc(/C=C\c2nc(O)c([N+](=O)[O-])c(=O)[nH]2)ccc1OC(C)CC (configuration not stated)	9%	-1	414
COc1ccc(Cl)cc1CNCCCSc1ncccn1	2%	50*	821*
COc1ccc(C(=O)NCc2nc(C)c(C)s2)cc1OC1CCN(C(C)C)CC1	18%	-1	836
CC(=O)OCc1c(-c2ccccc2)c2cc([N+](=O)[O-])ccc2n1C	-2%	-1	760
Cc1cccc(N(C)C(=O)CCS(=O)(=O)c2cc3c(cc2Cl)NC(=O)CO3)c1	14%	19	648
COc1cccc(NC(=O)Nc2ccc3c(c2)OCO3)c1	-37%	-14	799
CCC(=O)Nc1ccc(S(=O)(=O)N2CCc3ccccc32)cc1	12%	-9	878
C/C=C/c1ccc(OCCOCCNCc2ccccc2)c(OC)c1	-15%	-4	776
COc1ccc(OC)c(NC(=O)CCN2CCN(CCO)CC2)c1	4%	12	863
Cc1cc(C)n(CC(O)COc2ccccc2Br)n1 (configuration not stated)	-15%	13	823
COc1ccc(C=C(C#N)C#N)c(CSc2ccccn2)c1	2%	-10	802
COc1ccc(OC)c(NC(=O)[C@@]2(CC(=O)O)CC(/C=C/c3ccccc3)=NO2)c1	2%	1	855
O=C(CC1CCCCC1)NCc1ccccc1Cl	-33%	-10	849
COc1ccc(CCNc2cc(C)[nH]c(=O)c2)cc1OC	9%	-8	828
COc1ccc(N2CCN(C(=O)C3CCCN(S(=O)(=O)c4ccc5c(c4)oc(=O)n5C)C3)CC2)cc1 (configuration not stated)	29%	-6	712
Cc1cc(C(=O)N2CCN(c3ccc([N+](=O)[O-])cc3)CC2)co1	7%	2	816
CSc1ccc(C(=O)C2CCCN(C(=O)CCc3cnn(C)c3)C2)cc1 (configuration not stated)	11%	-2	819
Cc1ccc(-n2nc3c(=O)n(CCCC(=O)N4CCC(C(N)=O)CC4)nc(C)c3c2C)cc1	18%	16	709
CSc1ccc(CCNS(=O)(=O)c2csc(C(N)=O)c2)cc1	21%	-4	630
COc1ccc(-c2c(C)nn3c(N4CCCCCC4)cc(C)nc23)cc1OC	17%	20	419

Limited to Lipid droplet and HEK293 NOD2/NF-kB, for 2 of the compounds above:
structure | Lipid droplet | HEK293 NOD2/NF-kB
CSc1ccc(CCNS(=O)(=O)c2csc(C(N)=O)c2)cc1 | -4 | 21%
COc1ccc(N2CCN(C(=O)C3CCCN(S(=O)(=O)c4ccc5c(c4)oc(=O)n5C)C3)CC2)cc1 (configuration not stated) | -6 | 29%

Among those listed so far, 13 contain a Cl atom.
SMILES	HEK293 NOD2/NF-kB	Lipid droplet	Lipid droplet cells 6.5 µM
CC(C)N1CC(C(=O)Nc2ccc(Cl)c([N+](=O)[O-])c2)CC1=O (configuration not stated)	6%	0	823
O=C(c1c(F)cccc1Cl)N1CCN(S(=O)(=O)c2ccc3c(c2)OCCCO3)CC1	13%	-14	818
Cc1ccc(Cl)c2c(N=Nc3ccccc3)c(O)[nH]c12	-81%	5	797
O=C(CC(=O)c1ccccc1)Nc1cc([N+](=O)[O-])ccc1Cl	12%	8	811
O=C(CCS(=O)(=O)c1ccc(Cl)cc1)N1CCCc2ccccc21	6%	0	698
O=C(CCSc1ccc(Cl)cc1)c1ccco1	0%	-11	858
CN1C2CCC1CC(NC(=O)c1cc(Cl)cc3[nH]cnc13)C2 (configuration not stated)	1%	2	771
CS(=O)(=O)N1CCCC(C(=O)Nc2ccccc2Cl)C1 (configuration not stated)	13%	3	771
O=C(c1ccco1)N1CCCC(c2nc3c(nnn3Cc3c(Cl)cccc3Cl)c(=O)[nH]2)C1 (configuration not stated)	-43%	-11	698
CC(C)CCNc1ncnc2c1cnn2Cc1ccccc1Cl	9%	4	837
COc1ccc(Cl)cc1CNCCCSc1ncccn1	2%	50*	821*
Cc1cccc(N(C)C(=O)CCS(=O)(=O)c2cc3c(cc2Cl)NC(=O)CO3)c1	14%	19	648
O=C(CC1CCCCC1)NCc1ccccc1Cl	-33%	-10	849
